Screening results as filed in PubChem BioAssay.
PPARg SRC-3 ag: PPARgamma agonists recruiting SRC-3 coactivator, primary screen, biochemical | activation, % at 8 µM | biochemical PPARgamma/SRC-3 coactivator recruitment assay | AID 731, 2007 | 0.26% of 200,000 active | Peroxisome proliferator-activated receptor gamma (Homo sapiens), P37231; in the data active means activation above about 23%;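 further: 0% = DMSO and 100% = reference agonist; some compounds past the cut are filed as inactive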
Target sequence (P37231 whole entry, looked up): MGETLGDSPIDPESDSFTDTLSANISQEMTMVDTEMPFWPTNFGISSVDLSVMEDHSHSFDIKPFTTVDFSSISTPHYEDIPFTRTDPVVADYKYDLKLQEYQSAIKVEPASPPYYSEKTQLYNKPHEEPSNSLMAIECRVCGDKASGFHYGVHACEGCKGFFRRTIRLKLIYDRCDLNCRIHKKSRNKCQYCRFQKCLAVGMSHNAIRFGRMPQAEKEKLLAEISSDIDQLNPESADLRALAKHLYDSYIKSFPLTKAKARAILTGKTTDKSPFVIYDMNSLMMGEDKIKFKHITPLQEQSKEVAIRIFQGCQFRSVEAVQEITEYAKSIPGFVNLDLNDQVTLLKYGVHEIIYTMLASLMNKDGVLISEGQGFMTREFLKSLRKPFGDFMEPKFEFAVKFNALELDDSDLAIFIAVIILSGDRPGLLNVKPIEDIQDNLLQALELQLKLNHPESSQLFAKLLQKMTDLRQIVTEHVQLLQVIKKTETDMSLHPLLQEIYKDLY
S1P3 antagonist: S1P3 receptor antagonists, primary screen, cell-based. inhibition, % at 4.98 µM. CHO S1P3 NFAT-BLA reporter, FRET fluorescence, antagonist mode. AID 485, 2006. 0.27% of 170,000 active;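 active means inhibition above the plate cutoff, the mean inhibition of test wells on that plate plus 3 SD, cut at about 28% in these data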;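 further: cells challenged with S1P at its EC80 of 0.8 µM; blue over green emission ratio from cleaved BLA substrate after 4 h stimulation; 0% = S1P-stimulated wells and 100% = unstimulated DMSO-only wells; some compounds past the cut are filed as inactive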
Target sequence (Q99500 whole entry, looked up): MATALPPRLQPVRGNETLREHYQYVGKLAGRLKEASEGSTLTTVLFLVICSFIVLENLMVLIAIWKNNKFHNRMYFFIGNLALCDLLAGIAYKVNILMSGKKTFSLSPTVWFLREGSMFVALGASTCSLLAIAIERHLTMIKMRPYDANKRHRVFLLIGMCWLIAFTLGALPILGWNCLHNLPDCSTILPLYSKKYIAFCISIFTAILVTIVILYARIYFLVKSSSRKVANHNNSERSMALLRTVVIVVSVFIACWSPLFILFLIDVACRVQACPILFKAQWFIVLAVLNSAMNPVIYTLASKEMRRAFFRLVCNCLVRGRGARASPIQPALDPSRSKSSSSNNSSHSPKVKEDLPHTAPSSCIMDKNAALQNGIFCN
PPARg SRC2 recr: agonists of PPARg-SRC-2 recruitment, primary screen, biochemical, HTS | 0.34% of 200,000 active | AID 1032, 2008 | activation, % at 8 µM | Peroxisome proliferator-activated receptor gamma (Homo sapiens), P37231 | PPARgamma LBD-SRC-2 recruitment; in the data active means activation above about 22%;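 further: 0% = vehicle and 100% = reference agonist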
Lmaj promast: Leishmania major promastigote growth inhibition, primary screen | Leishmania major promastigotes, resazurin fluorescence viability | inhibition, % at 10 µM | 9% of 200,000 active; in the data active means inhibition above about 50%;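 further: promastigotes grown with compound for 44 hours at 28 °C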
PPARg SRC-1 ag: PPARgamma agonists recruiting SRC-1 coactivator, primary screen, biochemical | 0.41% of 200,000 active | activation, % at 8 µM | Peroxisome proliferator-activated receptor gamma (Homo sapiens), P37231 | PPARgamma-SRC-1 coactivator recruitment biochemical assay; in the data active means activation above about 19%;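 further: 0% = DMSO and 100% = reference agonist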
DTT redox prof: compounds producing H2O2 with reducing agent – biochemical, NIH compound library profiling, artefact control for MLSCN library redox annotation, primary screen | DTT-dependent redox cycling H2O2, phenol red/HRP absorbance; 100% = 100 µM peroxide control, 0% = buffer | activation, % at 10 µM | 0.03% of 200,000 active | AID 878, 2007;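 active means activation of at least 50% relative to the plate's high and low controls in the primary single-dose screen; inactive means activation below 50%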;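 further: compound incubated with DTT at 0.8 mM final as the reducing agent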
bIAP inhibitor: bovine intestinal alkaline phosphatase inhibitors, primary screen, selectivity assay for TNAP inhibitor project, biochemical, bovine IAP, CDP-star luminescence. alkaline phosphatase, intestinal [Bos taurus]. purified bovine IAP, 30 min. 190,000 tested, under 10 active. inhibition, % at 20 µM;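 active means over 50% inhibition of intestinal alkaline phosphatase at 20 µM in the single-dose screen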
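Assay system: bovine IAP enzyme; medium: DEA buffer 100 mM, pH 9.8, with MgCl2 1.0 mM, ZnCl2 0.02 mM; doses: 20 µM single dose; incubation: enzyme reaction for 30 min at room temperature; detection: CDP-star luminescence signal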
bIAP act: bovine intestinal alkaline phosphatase activators, primary screen, biochemical, bovine IAP, CDP-star luminescence; activation factor at 20 µM; alkaline phosphatase, intestinal [Bos taurus]; purified bovine IAP, 30 min; stronger effect = higher value; fold of DMSO-control signal, blank-subtracted; 0.17% of 200,000 active; AID 1016, 2008;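 active means activation factor of 2 or more at 20 µM, a signal rise over negative controls twice the positive control's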
ROMK mod: ROMK potassium channel modulators, primary screen, cell-based, thallium flux, MLSMR library | ATP-sensitive inward rectifier potassium channel 1 (Homo sapiens), P48048 | 2% of 130,000 active | AID 1918, 2009 | Tet-inducible ROMK, thallium flux fluorescence; actives lie on both sides | B-score at 10 µM;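 active means signal ratio slope over the read window, or its plate-corrected B-score, at least 3 SD from the plate mean, either direction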;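 further: B-score of the F/F0 ratio slope over 7 to 12 s after thallium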
TR-FRET SRC-2 ct: TR-FRET signal artefacts, primary screen, artefact control for PPARgamma SRC-2 agonist project, biochemical; TR-FRET ratio at 8 µM; 0.4% of 200,000 active; TR-FRET artefact counter-screen; stronger effect = higher value; in the data active means TR-FRET ratio above about 2000; further: inactives centre near 1500
TLR4-MyD88 BLA: inhibitors of TLR4-MyD88 association in cells, primary screen, cell-based, HeLa CL3-4, BLA complementation, FRET ratio; Toll-like receptor 4 (Homo sapiens) + Myeloid differentiation primary response protein …; HeLa CL3-4 TLR4/MyD88 BLA complementation; inhibition, % at 8.4 µM; 0.18% of 200,000 active; in the data active means inhibition above about 25%;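 further: 0% = vehicle and 100% = reference inhibitor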
Starred values were filed as active, the others as inactive; nt = no result given.

SMILES	PPARg SRC-3 ag	S1P3 antagonist	PPARg SRC2 recr	Lmaj promast	PPARg SRC-1 ag	DTT redox prof	bIAP inhibitor	bIAP act	ROMK mod	TR-FRET SRC-2 ct	TLR4-MyD88 BLA
Cc1ccc(C(=O)CSc2nnc(-c3cccnc3)n2N)cc1	-3	0	-4	17	-8	2.6	14	0.9	nt	1522	1
COC(=O)c1ccccc1S(=O)(=O)N(Cc1cc2cc3c(cc2[nH]c1=O)OCO3)C1CCCCC1	0	-6	-2	1	-11	1.1	15	0.8	nt	1481	3
C=CCNC(=O)N1CCCC(C(=O)c2cccc(Cl)c2)C1 (stereo not drawn)	2	-17	-2	7	-11	-1.1	-6	1.1	-0.52	1576	-5
CC(=O)Nc1nc(-c2cc([N+](=O)[O-])cs2)cs1	7	5	11	75*	6	2.7	3	1	-0.03	1538	-6
CCOC(=O)c1c(C)c(C(=O)O)n(C)c1C	9	-27	-8	-6	3	2.5	9	0.9	nt	1518	3
Cc1cccc(OC(=O)n2c(=S)oc3cc(Cl)ccc32)c1	-3	-6	0	-3	6	2.6	5	1	nt	1526	-8
CCCn1c(SCC(=O)Nc2ccc(OC)cc2)nnc1-c1ccncc1	-6	nt	0	1	3	0.1	3	1	0.0084	1319	19
Cc1ccc(C(=O)COC(=O)c2cn(-c3ccccc3)nc2-c2ccccc2)cc1[N+](=O)[O-]	0	13	-7	24	0	-0.3	5	1	nt	1477	10
COc1ccc(CNC(=O)C2CC(c3ccc(OC)cc3)=NO2)cc1 (stereo not drawn)	0	14	-8	-4	7	-0.2	9	0.9	nt	1577	14
O=C1OC(c2ccccc2)c2ccc3ccccc3c21 (stereo not drawn)	-5	1	-7	-9	1	0.0	22	0.8	-0.28	1656	4
Cc1[nH]c2c(C)cccc2c(=O)c1Br	6	12	5	0	7	-3.1	8	0.9	nt	1511	9
COc1ccccc1C(=O)CSc1cccc[n+]1[O-]	4	-10	4	-8	8	0.0	-8	1.1	0.56	1550	6
CCC(=O)Nc1ccc(C(=O)NNC(=O)c2ccc([N+](=O)[O-])cc2)cc1	7	-13	5	-6	4	-2.4	1	1	0.65	1615	8
O=c1oc2ccccc2c(NCc2ccccc2)c1[N+](=O)[O-]	-3	4	-5	3	1	-0.1	1	1	0.11	1519	-11
CCOc1ccc(-c2n[nH]c(=S)o2)cc1	6	1	6	-6	16	-2.0	-23	1.2	0.87	1808	1
Cn1c(=S)[nH]c2scc(-c3cccs3)c2c1=O	27*	-29	42*	-3	50*	-0.7	2	1	4*	2702*	7
N#C/C(=C/c1cccn1-c1cccc(C(=O)O)c1)c1ccc(Cl)cc1	2	-4	2	-6	2	-0.6	-10	1.1	-0.13	1448	0
Cc1ccc(Cn2c(CN3CCN(C(=O)c4ccco4)CC3)nc3c2c(=O)n(C)c(=O)n3C)cc1	-1	14	-5	78*	-3	0.1	1	1	2.6*	1220	-16
O=C1CSC(c2ccc(Cl)cc2)N1 (stereo not drawn)	-8	nt	-4	-3	-1	0.3	-4	1	0.013	1524	-1
COc1ccc(-n2c(O)c(Cc3ccccc3)c(=O)n3nc(-c4ccccc4)c(=O)cc23)cc1	2	nt	12	-9	9	-0.2	-39	1.4	0.26	1562	-9
CCOC(=O)c1cccc(NC(=O)CSc2nnnn2CC)c1	5	-25	-1	0	8	-0.4	9	0.9	nt	1587	-15
COc1ccc(-c2csc(=Nc3c(C)n(C)n(-c4ccccc4)c3=O)n2C(C)(C)C)cc1	-15	nt	-5	0	-2	2.7	-3	1	nt	1466	7
Cc1ccccc1C(=O)N1CCN(c2ccc(NC(=O)c3cccnc3Cl)cc2)CC1	-3	-6	-9	-5	-3	0.2	-1	1	nt	1567	13
Cc1ccccc1NC(=S)NC(NC(=O)N(C)C)C(Cl)(Cl)Cl (stereo not drawn)	0	nt	-5	-2	-8	-5.4	-2	1	nt	1447	1
COC(=O)c1c(NC(=O)C2C3CCC(O3)C2C(=O)O)sc2c1CCCCCC2 (stereo not drawn)	-4	10	3	-9	0	-0.1	-18	1.2	nt	1353	-17
(more compounds)
SMILES	PPARg SRC-3 ag	S1P3 antagonist	PPARg SRC2 recr	Lmaj promast	PPARg SRC-1 ag	DTT redox prof	bIAP inhibitor	bIAP act	ROMK mod	TR-FRET SRC-2 ct	TLR4-MyD88 BLA
CCCCn1c(SCC(=O)NC(C)CC)nc2ccc(N3CCOCC3)cc2c1=O (stereo not drawn)	8	nt	10	3	4	-1.1	0	1	0.19	1501	-2
O=C(NC1CCCCC1)C(c1ccco1)N(C(=O)c1csnn1)C1CCCC1 (stereo not drawn)	-10	-20	-16	14	4	-0.3	0	1	-0.02	1497	-5
CC(=O)c1cnc2c(C(=O)O)cnn2c1C	1	nt	-3	-7	-3	1.2	-3	1	nt	1420	-4
COc1cc(C=C2C(=O)OC(c3ccccc3)OC2=O)cc(Br)c1O (stereo not drawn)	-1	-13	11	4	9	-0.9	0	1	-1.2	1724	-6
Cc1cccc(C=Nc2ccc3c(c2)oc2ccccc23)c1O	9	5	8	0	7	0.3	-2	1	nt	1668	-3
CN(C)CCC(=O)N1c2ccccc2Sc2ccc(Cl)cc21	6	-7	4	5	-6	2.0	-10	1.1	-0.24	1576	-3
CC(C)COC(=O)C(C#N)c1nc2ccccc2nc1N1CCN(Cc2ccccc2)CC1 (stereo not drawn)	-11	-16	-9	42	-4	2.7	14	0.9	nt	1426	0
CCN(CC)C(=O)Nc1ccc(C(=O)OC)cc1	3	nt	-1	-4	3	0.1	11	0.9	-0.56	1295	1
O=S(=O)(Nc1ccc(Cl)cn1)c1cccc(S(=O)(=O)c2ccccc2)c1	0	-6	5	-8	8	0.4	-27	1.3	-0.33	1602	-10
CCOc1ccccc1NC(=S)N(CCC(C)C)C1CCN(C(C)=O)CC1	8	3	10	-3	-2	-0.6	-15	1.1	-0.096	1564	3
Cc1cc(NC(=O)CCC(=O)N(c2ccccc2)C(C(=O)NC2CCCC2)c2ccccc2)no1 (stereo not drawn)	1	nt	5	0	2	0.5	4	1	0.21	1681	-1
O=C(CN1CCOCC1)NCCC12CC3CC(CC(C3)C1)C2	1	nt	-4	1	-2	2.8	3	1	-0.027	1486	11
COc1ccc(N2CCN(C(=O)CN(Cc3ccccc3)S(C)(=O)=O)CC2)cc1	8	nt	-2	-2	-2	-0.3	4	1	-0.27	1598	-2
O=[N+]([O-])c1ccccc1CNC1CCCc2ccccc21 (stereo not drawn)	0	-11	-3	4	-8	-0.4	6	0.9	-0.82	1391	-11
CCc1ccc(C2NC(C(=O)O)CS2)cc1 (stereo not drawn)	3	nt	1	-5	-3	0.2	0	1	1.8	1519	-2

Arranged by number of heavy atoms (ascending): part of the list above
SMILES	PPARg SRC-3 ag	S1P3 antagonist	PPARg SRC2 recr	Lmaj promast	PPARg SRC-1 ag	DTT redox prof	bIAP inhibitor	bIAP act	ROMK mod	TR-FRET SRC-2 ct	TLR4-MyD88 BLA
O=[N+]([O-])c1ccccc1CNC1CCCc2ccccc21 (stereo not drawn)	0	-11	-3	4	-8	-0.4	6	0.9	-0.82	1391	-11
COc1cc(C=C2C(=O)OC(c3ccccc3)OC2=O)cc(Br)c1O (stereo not drawn)	-1	-13	11	4	9	-0.9	0	1	-1.2	1724	-6
COc1ccc(N2CCN(C(=O)CN(Cc3ccccc3)S(C)(=O)=O)CC2)cc1	8	nt	-2	-2	-2	-0.3	4	1	-0.27	1598	-2

Just PPARg SRC-3 ag (6 entries from above):
Compound	PPARg SRC-3 ag
CN(C)CCC(=O)N1c2ccccc2Sc2ccc(Cl)cc21	6
CC(=O)c1cnc2c(C(=O)O)cnn2c1C	1
CCOc1ccccc1NC(=S)N(CCC(C)C)C1CCN(C(C)=O)CC1	8
O=C(NC1CCCCC1)C(c1ccco1)N(C(=O)c1csnn1)C1CCCC1 (stereo not drawn)	-10
CCN(CC)C(=O)Nc1ccc(C(=O)OC)cc1	3
CCc1ccc(C2NC(C(=O)O)CS2)cc1 (stereo not drawn)	3
